High-throughput results deposited in PubChem BioAssay by Fisher Drug Discovery Resource Center.
mcGAS RapidFire: blocks mouse cGAS cGAMP production; recombinant mouse cGAS, cGAMP by RapidFire MS; inhibition, % at 12.5 µM; AID 1259397; 130,000 tested, 0.18% active;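 active = inhibition of cGAS enzyme activity at or above 60%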;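 note: enzyme stimulated by 45 bp dsDNA with ATP and GTP substrates; cGAMP share of summed cGAMP plus half ATP and half GTP signals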
Target sequence (Q8C6L5 whole entry, looked up): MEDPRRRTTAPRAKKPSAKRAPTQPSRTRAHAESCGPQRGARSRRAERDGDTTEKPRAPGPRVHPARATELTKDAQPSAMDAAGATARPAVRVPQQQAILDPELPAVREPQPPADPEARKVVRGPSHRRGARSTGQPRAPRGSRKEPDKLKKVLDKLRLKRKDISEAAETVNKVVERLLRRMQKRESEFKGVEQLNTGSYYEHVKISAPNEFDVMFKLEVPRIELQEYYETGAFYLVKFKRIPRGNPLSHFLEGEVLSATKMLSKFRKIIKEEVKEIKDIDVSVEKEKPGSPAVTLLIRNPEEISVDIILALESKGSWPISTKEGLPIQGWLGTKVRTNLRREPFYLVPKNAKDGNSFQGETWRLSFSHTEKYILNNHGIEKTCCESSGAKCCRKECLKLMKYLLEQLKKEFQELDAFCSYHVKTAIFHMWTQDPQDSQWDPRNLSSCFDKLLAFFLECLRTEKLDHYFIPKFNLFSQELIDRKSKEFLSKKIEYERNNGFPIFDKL
An asterisk follows results filed as active; & = joins results of further samples.

Cc1cc(C)n(-c2ccc(Cl)c(C(=O)OCC(=O)NC(C)C34CC5CC(CC(C5)C3)C4)n2)n1 (centres undefined) was read as mcGAS RapidFire -4.
For CCCCCCNc1nc2c(c(=O)[nH]c(=O)n2C)n1CCCCC the results were mcGAS RapidFire -3.
`CC(C)n1c(C(F)(F)F)nc2cc(C(=O)O)ccc21` gave mcGAS RapidFire -2.
For O=C(NC1COc2ccccc2C1)C1CCN(S(=O)(=O)c2cccc(C(F)(F)F)c2)CC1 (centres undefined) the results were mcGAS RapidFire 4.
CCn1cc(CN2CCC(CO)(CCCc3ccccc3)CC2)cn1 was read as mcGAS RapidFire -6.
Screening CCOc1ccc(CCC2CCN(C(=O)c3ccc(=O)[nH]c3)CC2)cc1 returned mcGAS RapidFire -13.
`Cc1ccc(-c2ncc(C(=O)NC(C)C)s2)c(C)c1` gave mcGAS RapidFire -12.
Screening O=C(CCCn1nnnc1CN1CCOCC1)N1CCN(c2ccccc2F)CC1 returned mcGAS RapidFire -1.
For CN(C(=O)NC1CC(=O)N(c2ccccc2)C1)C(C1CC1)C1CC1 (centres undefined) the results were mcGAS RapidFire -22.
NC1(C(=O)O)CCN(Cc2cccn2-c2ccncc2)C1 (centres undefined) was read as mcGAS RapidFire -21.
`CC(=O)Nc1nc(C(=O)N2CC(C)CN(C)c3ccccc32)cs1` (centres undefined) gave mcGAS RapidFire -8.
Screening CCC(CC)c1nc(C(N)=O)c2[nH]c(=O)n(-c3ccc(OC)c(OC)c3)c2n1 returned mcGAS RapidFire -4.
Screening Clc1ccc(-c2ccc(CNCC3CCCO3)o2)c(Cl)c1 (centres undefined) returned mcGAS RapidFire 1.
Screening CONC(=O)c1ccccc1NS(=O)(=O)c1ccc(F)cc1C returned mcGAS RapidFire -7.
Screening CCn1c(=O)c(C)nc2cc(C(=O)Nc3nc4c(s3)CCC4)ccc21 returned mcGAS RapidFire -2.
For Cc1cc(=O)[nH]c(-n2nc(C3CC3)cc2NC(=O)c2ccccc2)n1 the results were mcGAS RapidFire -5.
`Cc1ccc(C(=O)Nc2c(C)nc3c(C)cccn3c2=O)cc1C` gave mcGAS RapidFire -15.
For Cc1ccc(C(CNC(=O)c2cc(C(C)C)nn2C)N(C)C)o1 (centres undefined) the results were mcGAS RapidFire -25.
`COc1ccc(C(=O)N2CCC(Nc3ccccc3)CC2)c(OC)c1OC` gave mcGAS RapidFire 4.
For Cc1ccccc1C(C)NS(=O)(=O)N1CCCCCC1 (centres undefined) the results were mcGAS RapidFire -9.
Screening O=C(Cc1cccc(N(Cc2ccccc2)C(=O)C2CC2)c1)N1CCOCC1 returned mcGAS RapidFire -13.
For c1coc(-c2nnc(SCc3nc4ccccc4o3)n2C2CCCCC2)c1 the results were mcGAS RapidFire -2.
Screening Clc1ccccc1-c1nnc(-c2ccccc2)o1 returned mcGAS RapidFire -5.
For CCOC(=O)c1sc(N=NC2=C(O)CCCC2=O)c(C(=O)OCC)c1C the results were mcGAS RapidFire -5.
Screening O=C1CCCCC1SCc1ccco1 (centres undefined) returned mcGAS RapidFire -2.
CN(C(=O)CS(=O)(=O)CC(=O)Nc1cccc(Br)c1)c1ccccc1 was read as mcGAS RapidFire -4.
For Cc1ccccc1NC(=O)c1cccnc1Nc1cccc(Cl)c1 the results were mcGAS RapidFire -2.
`CCCCn1ncc2c1NC(=O)CC2c1ccc(OCC(N)=O)c(Cl)c1` (centres undefined) gave mcGAS RapidFire -18.
Screening CCc1ccc(S(=O)(=O)C2CS(=O)(=O)CC2N2CCC(C(N)=O)CC2)cc1 (centres undefined) returned mcGAS RapidFire -13.
`CN(Cc1cccc(F)c1)C(=O)C1CCN(C(=O)Nc2ccccc2)CC1` gave mcGAS RapidFire -3.
`Cc1cc(NC(=O)C(C)n2nnc(-c3cccc(C(F)(F)F)c3)n2)no1` (centres undefined) gave mcGAS RapidFire 0.
COc1cc2c(cc1-c1coc3c4c(c(OC)cc3c1=O)OC(C)(C)C=C4)OCO2 was read as mcGAS RapidFire 1.
Screening CC(O)(c1cccnc1)c1nc(-c2cccc(C(F)(F)F)c2)cs1 (centres undefined) returned mcGAS RapidFire 8.
Cc1nc(CC2CCN(c3nccc(CCC(F)(F)F)n3)CC2)no1 was read as mcGAS RapidFire 3.
Screening Cc1nnc(S(=O)C(C)c2ccccc2)n1C1CC1 (centres undefined) returned mcGAS RapidFire -7.
Screening COc1ccc(C(=O)COc2ccc(N3C(=O)C4CCC(C)CC4C3=O)cc2)cc1 (centres undefined) returned mcGAS RapidFire -2.
`Cc1nc(C(C)NC(=O)c2ccccc2-c2ccccc2)n[nH]1` (centres undefined) gave mcGAS RapidFire -10.
`COCCn1c(=NC(=O)CSCC(=O)Nc2nccs2)sc2ccccc21` gave mcGAS RapidFire -1.
`O=C(Nc1ccc(Oc2ccccc2F)cc1)C1CCN(C(=O)C2CCCCO2)CC1` (centres undefined) gave mcGAS RapidFire -9&-1.
Screening CN(Cc1cn(-c2ccccc2)nc1-c1ccccc1)C(=O)c1n[nH]c(=O)[nH]1 returned mcGAS RapidFire -12.
For CN(CCNC(=O)C(F)(F)F)C(=O)c1cc(F)c(N2CCCC(Cn3cccc3)C2)cc1F (centres undefined) the results were mcGAS RapidFire -5.
CN(C)c1ccc(C=Cc2nc3cc4c(cc3s2)OCO4)cc1 was read as mcGAS RapidFire 43.
For Ic1ccc(Nc2nc(NCCN3CCOCC3)nc(N3CCOCC3)n2)cc1 the results were mcGAS RapidFire -3.
Clc1ccc(-c2nc(-c3cccnc3)no2)cc1 was read as mcGAS RapidFire -2.
For O=C1NC(=O)C(c2ccccn2)(C2CCNCC2)N1 (centres undefined) the results were mcGAS RapidFire -8.
NC(=O)c1ccn(-c2ccccc2NC(=O)C2Cc3ccccc3O2)n1 (centres undefined) was read as mcGAS RapidFire -2.
For C=C(C)Cn1c(SCC(=O)N/N=C\c2cccc([N+](=O)[O-])c2)nnc1-c1ccc(Br)cc1 the results were mcGAS RapidFire 5.
Screening CCS(=O)(=O)NC1CCCN(c2ncnc3c2CN(C)CC3)C1 (centres undefined) returned mcGAS RapidFire -4.
Screening CN(Cc1ccncc1)c1ncccc1S(N)(=O)=O returned mcGAS RapidFire -8.
CN(Cc1ccccc1)CC(O)Cn1nnnc1-c1ccccn1 (centres undefined) was read as mcGAS RapidFire -7.
Screening CCC(=O)NNC(=O)CSc1ccc2ccccc2n1 returned mcGAS RapidFire 6.
`Cc1cc(-n2cnnc2COc2ccccc2Cl)n(C)n1` gave mcGAS RapidFire -41.
Screening COc1cc2c(cc1OC)C(=O)CN(S(=O)(=O)c1ccc(C)cc1)CC2 returned mcGAS RapidFire -9.
For COCCN1CCN(C(=O)C2CCCCCC2)CC1C (centres undefined) the results were mcGAS RapidFire 1.
For O=C(NCc1ccccc1OC(F)(F)F)c1ccc(NC(=O)C2CC2)s1 the results were mcGAS RapidFire 1.
COc1ccc(NC(=O)CCC2CCCN(C(=O)c3ccoc3C)C2)cc1Cl (centres undefined) was read as mcGAS RapidFire 1.
For COCCOCCCCNc1cnc2cc(F)c(F)cc2n1 the results were mcGAS RapidFire -5.
Screening COc1ccc(-c2ccc(C(=O)N3CCCC(c4ccccc4)CC3)cn2)cc1 (centres undefined) returned mcGAS RapidFire -25.
Screening O=C(CCc1nc(-c2ccsc2)no1)NCCc1ccccc1 returned mcGAS RapidFire -1.
Screening CC(Nc1ccc2c3c(cccc13)CC2)C(=O)Nc1ccnn1C(C)C (centres undefined) returned mcGAS RapidFire -2.
CCn1c(CC2CCN(C(=O)c3cccc4c3OCC4)CC2)nn(C)c1=O was read as mcGAS RapidFire -14.
For COc1ccc(C(CNC(=O)CCNC(=O)c2ccco2)N(C)C)cc1 (centres undefined) the results were mcGAS RapidFire -5.
For Cc1ccc(C(=O)OC(C)CN2CCN(C)CC2)cc1 (centres undefined) the results were mcGAS RapidFire -6.
Screening c1cc(CN2CCCC(N3CCOCC3)C2)sc1CN1CCCCC1 (centres undefined) returned mcGAS RapidFire 3.
CC1CCCCC1=NNC(=O)CC#N (centres undefined) was read as mcGAS RapidFire -7.
Clc1ccc(C=NOCc2nnc(-c3ccccc3Br)o2)cc1Cl was read as mcGAS RapidFire -7.
`CC1CN(c2ccc(S(=O)(=O)C(F)(F)F)cc2[N+](=O)[O-])CC(C)O1` (centres undefined) gave mcGAS RapidFire -7.
For c1cnn(Cc2ccc(CN3CCC4(CCOCC4)CC3)cc2)c1 the results were mcGAS RapidFire -7.
Screening CC(=O)N1CCc2nc(C)nc(NCC[C@@H]3C[C@@H]4C=C[C@H]3C4)c2CC1 returned mcGAS RapidFire -12.
For Cc1nn(S(=O)(=O)c2ccc3c(c2)CCCC3)c(C)c1S(=O)(=O)N1CCC(C)CC1 the results were mcGAS RapidFire -8.
Screening CCOc1ccc(NC(C)C(=O)N(C)CCC#N)cc1F (centres undefined) returned mcGAS RapidFire 0.
CCC(c1ccccc1)C1CCCN1CC(=O)NC1CCC2(CC1)OCCO2 (centres undefined) was read as mcGAS RapidFire -3.
`O=C(NCc1ccco1)C1CCCN(c2nc(Cl)nc3nc[nH]c23)C1` (centres undefined) gave mcGAS RapidFire -8.
`NC(=O)C1CCN(C(=O)CCN(CCc2ccccc2)C(=O)c2cnccn2)CC1` gave mcGAS RapidFire -2.
`Cc1oncc1C(=O)NC(C)c1ccc(Cl)cc1` (centres undefined) gave mcGAS RapidFire -27.
`Cc1nnc(N2CCOCC2)[nH]c1=O` gave mcGAS RapidFire -10.
Screening O=C(COCc1ccccc1)N1CCN(C(C(=O)N2CCOCC2)C2CCCC2)CC1 (centres undefined) returned mcGAS RapidFire -4.
NC(=O)c1cnc2n1CCN(C(=O)C/C=C/c1ccccc1)C2 was read as mcGAS RapidFire -20.
`COCCN(Cc1ccc(C)cc1)Cc1c2ccccc2nn1C` gave mcGAS RapidFire -9.
CN(C)S(=O)(=O)NCC1CCCN(Cc2cc3ccccc3s2)C1 (centres undefined) was read as mcGAS RapidFire -3.

Ordered by length of the SMILES (largest number first): some entries from above.
Cc1cc(C)n(-c2ccc(Cl)c(C(=O)OCC(=O)NC(C)C34CC5CC(CC(C5)C3)C4)n2)n1 (centres undefined) was read as mcGAS RapidFire -4.
For C=C(C)Cn1c(SCC(=O)N/N=C\c2cccc([N+](=O)[O-])c2)nnc1-c1ccc(Br)cc1 the results were mcGAS RapidFire 5.
COc1cc2c(cc1-c1coc3c4c(c(OC)cc3c1=O)OC(C)(C)C=C4)OCO2 was read as mcGAS RapidFire 1.
Screening O=C(COCc1ccccc1)N1CCN(C(C(=O)N2CCOCC2)C2CCCC2)CC1 (centres undefined) returned mcGAS RapidFire -4.
`Cc1cc(NC(=O)C(C)n2nnc(-c3cccc(C(F)(F)F)c3)n2)no1` (centres undefined) gave mcGAS RapidFire 0.
For Cc1cc(=O)[nH]c(-n2nc(C3CC3)cc2NC(=O)c2ccccc2)n1 the results were mcGAS RapidFire -5.
For CN(C(=O)NC1CC(=O)N(c2ccccc2)C1)C(C1CC1)C1CC1 (centres undefined) the results were mcGAS RapidFire -22.
For COc1ccc(C(CNC(=O)CCNC(=O)c2ccco2)N(C)C)cc1 (centres undefined) the results were mcGAS RapidFire -5.
`Cc1nc(C(C)NC(=O)c2ccccc2-c2ccccc2)n[nH]1` (centres undefined) gave mcGAS RapidFire -10.
Screening CONC(=O)c1ccccc1NS(=O)(=O)c1ccc(F)cc1C returned mcGAS RapidFire -7.
Screening O=C(CCc1nc(-c2ccsc2)no1)NCCc1ccccc1 returned mcGAS RapidFire -1.
Screening O=C1CCCCC1SCc1ccco1 (centres undefined) returned mcGAS RapidFire -2.

Further results follow:
For C=CCn1c(=O)c2c(nc3n2CC(C)CN3c2cccc(C)c2)n(C)c1=O (centres undefined) the results were mcGAS RapidFire -7.
`COc1ccc(Cl)cc1Sc1ccccc1[N+](=O)[O-]` gave mcGAS RapidFire -5.
Screening Cn1cc(CN2CCN(c3cnccn3)CC2)c(-c2cccc(Cl)c2)n1 returned mcGAS RapidFire 2.
For Cc1ccc(C(c2c(O)cc(C)n(Cc3cccnc3)c2=O)N2CCN(c3ccccc3F)CC2)cc1 (centres undefined) the results were mcGAS RapidFire -10.
For O=C(CNC(=O)c1ccc(=O)n(-c2ccc(F)cc2)n1)Nc1cn[nH]c1 the results were mcGAS RapidFire -13.
`N#CCCN(Cn1ccc(-c2ccccc2)n1)CC(F)(F)F` gave mcGAS RapidFire -6.
`S=c1[nH]nc(-c2c[nH]c3ccccc23)n1-c1ccc(Cl)cc1` gave mcGAS RapidFire -8.
`C#Cc1cccc(NC(=O)c2cc3c(C)nn(C)c3s2)c1` gave mcGAS RapidFire 20.
Screening O=C(COc1ccccc1F)NNS(=O)(=O)c1cccc(Cl)c1 returned mcGAS RapidFire -9.
For Cc1cc(C(=O)N=c2sccn2C)c(C)n1-c1ccccn1 the results were mcGAS RapidFire -1.
O=C(c1ccccc1NCc1ccccn1)N1CCC2(CCNCC2)CC1 was read as mcGAS RapidFire 40.
`CC(C)[C@H](CO)Nc1nc(Nc2cc(N)cc(Cl)c2)c2ncn(C(C)C)c2n1` gave mcGAS RapidFire -5.
`CC(C)(C)c1nc(SCc2cn3cc(Cl)ccc3n2)n[nH]1` gave mcGAS RapidFire 3.
COc1cc([C@@H]2c3cc4c(cc3[C@H](O)[C@H]3COC(=O)[C@H]23)OCO4)cc(OC)c1OC was read as mcGAS RapidFire -20.
`NC(=O)CC(NC(=O)Nc1ccccc1)C1CCOCC1` (centres undefined) gave mcGAS RapidFire -34.
Screening O=C1COCc2ccc(-c3cc(F)cc(F)c3)cc2N1CC1CC1 returned mcGAS RapidFire -1.
For O=C(CSCC(=O)NC1CCC(c2ccccc2)CC1)Nc1ccc(F)cc1 (centres undefined) the results were mcGAS RapidFire -4.
For Cc1ccc2cc(CCNC(=O)C3CCCC3)c(=O)[nH]c2c1C the results were mcGAS RapidFire -3.
`Cc1n[nH]c(C)c1S(=O)(=O)N1CCC(C(=O)O)CC1` gave mcGAS RapidFire 1.
Screening CC(=O)Nn1ccc2nc3nc(C)nn3c(-c3ccccc3)c2c1=O returned mcGAS RapidFire -3.
`CC1(C)O[C@@H]2CC3C4C[C@H](F)C5=CC(=O)CC[C@]5(C)C4[C@@H](O)C[C@]3(C)[C@]2(C(=O)CO)O1` (some centres undefined) gave mcGAS RapidFire -3.
`CN(CCNC(=O)C(F)(F)F)C(=O)Cc1ccccc1C(=O)Nc1ccc2c(c1)CCC2` gave mcGAS RapidFire 1.
For Cc1oc(C)c(C(=O)N(C)CC(=O)N(C)C)c1C the results were mcGAS RapidFire 1.

These rows are one share of the data. The share of hits here may be higher or lower than overall.
